From PubChem
Nrf2 inh – blocks Nrf2 signaling | A549 ARE-Fluc reporter, luciferase luminescence, 18-24 h | Potency, µM (titrated, usually from 46 µM), without a hit: at the top dose activity change, negative = inhibition, hits mostly inhibitors | 360,000 compounds, 2.1% hits | AID 504444; further: potency means the concentration at half of the fitted maximal effect; on the % scale 0 is the no-effect control and ±100 the full control effect; nearly all actives have a fitted effect of over 60% in size
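Concentration-response testing used A549 ARE_Fluc cells at 5000 cells/well. Following an 18-24 h compound incubation, viability was read by fluorescence (Ex 405/Em 525) and luciferase output by luminescence.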
MmCpn inh – blocks the Methanococcus maripaludis chaperonin Mm-Cpn; purified Mm-Cpn ATPase, ADP Transcreener TR-FRET; Potency, µM (top dose mostly 76.9 µM), for the others: at the top dose activity, negative = inhibition, usual class: inhibitors; 330,000 compounds, 0.031% hits; further: potency means the concentration at half of the fitted maximal effect; on the % scale 0 is the no-effect control and ±100 the full control effect; nearly all actives have a fitted effect of over 80% in size
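Eu-cryptate anti-ADP/ADP-d2 competition gives a ratio inversely related to ADP. Enzyme at 25 nM was pre-exposed to compound for 10 min, then given 10 uM ATP for 30 min, 37°C throughout.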
TGFb inhibitor – blocks TGF-b signaling. 410,000 compounds, 1.2% hits. HepG2 CAGA-GFP TGF-b/SMAD3 reporter, GFP fluorescence, 18 h; TGF-beta stimulated, 500 pg/mL final. Potency, µM (titrated, usually from 46.1 µM), inactives show at the highest dose activity, negative = inhibition, actives largely listed as inhibitors; further: potency means the concentration at half of the fitted maximal effect; on the % scale 0 is the no-effect control and ±100 the full control effect; nearly all actives have a fitted effect of over 65% in size
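Inhibition was scored as loss of TGF-beta-induced (500 pg/mL final, 18 hours, 37 degrees C) GFP in HEPG2 cells carrying a CAGA-GFP reporter, in DMEM with 1% FBS. Well GFP was summed per cell; Activity was normalised to unstimulated and stimulated DMSO wells, then concentration-response fitting.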
HepG2 viability – counter-screen for TGF-b inhibitors: cytotoxicity in HepG2 cells; AID 588856; Potency, µM (doses to about 46.1 µM), for the others: at the top dose activity change, negative = cytotoxicity, most hits filed as cytotoxic; 410,000 compounds, 0.76% hits; HepG2 CAGA-GFP viability, ATP luminescence, 18 h; further: potency means the concentration at half of the fitted maximal effect; some results filed as inactive show a strong effect at the top dose
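HepG2 CAGA-GFP cells (1000/well, DMEM with 1% FBS) received compound, then TGF-beta at 500 pg/mL final, and were incubated 18 hours at 37 degrees C. Viability was read by CellTiter-Glo luminescence. Media-only wells were set as complete cell-killing and DMSO as no toxicity.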
A549 tox – A549 cytotoxicity, counter-screen for Nrf2 inhibitors; A549 ARE-Fluc cells, CellTiter-Fluor viability, 18-24 h; Potency, µM (top dose mostly 46 µM), without a hit: at the highest dose activity change, negative = cytotoxicity, most hits filed as inhibitors; 390,000 compounds, 0.16% hits; AID 504648; further: potency means the concentration at half of the fitted maximal effect; on the % scale 0 is the no-effect control and ±100 the full control effect
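Cytotoxicity counterscreen: CellTiter-Fluor fluorescence was measured in A549 ARE_Fluc cells after 18-24 h of compound exposure in a concentration series. The subsequent BugLite luminescent read reports ARE-luciferase activity.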
ATXN viability – reduces viability in counter-screen for ATXN expression inhibitors; S2 cells (HEK-293 line with an ATXN2-luciferase reporter) viability, CellTiter-Fluor protease fluorescence, 24 h; AID 651635; Potency, µM (titrated, usually from 56.7 µM), hits mostly cytotoxic; 400,000 compounds, 0.49% hits; further: potency means the concentration at half of the fitted maximal effect; nearly all actives have a fitted effect of over 40% in size
CCT modulator – modulators of cytosolic chaperonin (CCT/TRiC) activity. purified chaperonin ATPase assay, HTRF ADP detection, 30 min. activity change, % (test concentration not listed), hits read low. 360,000 compounds, 0.3% hits. AID 651819; in the data active means activity change below about -30%; further: on the % scale 0 is the no-effect control and ±100 the full control effect
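ATPase activity: ADP formed was measured by HTRF Transcreener (665/615 nm ratio) after 30 min at 37 deg C with 10 uM ATP. Compounds screened at one 76 uM concentration against 40 or 20 nM TRiC in Tris pH 7.4/KCl/MgCl2/DTT buffer.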
Akt phos inh – blocks phosphorylation of Akt | Neuro2A IGF-stimulated pAkt S473 HTRF, 20 min; stronger effect = lower value | activity change, % for hits at 50 µM | 360,000 compounds, 0.32% hits; in the data active means activity change below about -80%; inconclusive means mostly about -51% to -80%; further: on the % scale 0 is the no-effect control and ±100 the full control effect
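Neuro2A cells in DMEM with 0.5% FBS, overnight at 37 deg C, given compound at single 50 µM final, then IGF (6 nM final) for 20 min at 37 deg C. Lysed; phospho-Akt Ser473 by HTRF after 24 h, 665/615 ratio.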
Nrf2 activator – activators of Nrf2 (ARE) signaling; AREc32 ARE-luciferase reporter (MCF7-derived line), luminescence, 24 h; Potency, µM (doses to about 46.1 µM), for the others: top-dose activation, most hits filed as activators; 410,000 compounds, 0.31% hits; further: potency means the concentration at half of the fitted maximal effect; % of control where 0% means no effect; nearly all actives have a fitted effect of over 65% in size
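AREc32 cells carrying an ARE-driven firefly luciferase reporter were seeded at 1000 cells/well in OPTI-MEM with 5% FBS, then exposed to compound for 24 hr at 37 deg C. Luminescence was read with Steady-Glo after 30 min at RT.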
An asterisk follows results filed as active; i = inactive; ? = inconclusive; / = no result given; & = joins results of further samples; [ ] = another dose, or the depositor's remark. Unless noted, the call rests on the fitted dose curve; in most records, active means well fitted curve in the direction sought with a large enough effect; inconclusive means small, poorly fitted or top-dose-only effect, or another doubt; inactive means no such curve, though single readings can be large; an effect the other way counts as inactive or inconclusive. Rows are unselected. Share with any hit: about 4.4%.

SMILES	Nrf2 inh	MmCpn inh	TGFb inhibitor	HepG2 viability	A549 tox	ATXN viability	CCT modulator	Akt phos inh	Nrf2 activator
CCOC(=O)C(CC)Sc1ncnc2nc[nH]c12 (stereo unspecified)	-9.4%	-6.9%	-18.6%	-3.6%	-6.0%	i	-2.0	i	0.2%
COc1c(Cl)cnn(-c2ccc(C)cc2)c1=O	1.7%	0.3%	-3.2%	8.0%	-1.8%	i	-1.4	i	?
CCC(C(=O)NC1CCCC1)N(C(=O)c1snc(C(N)=O)c1N)c1ccc(OC)c(OC)c1 (stereo unspecified)	3.7%	-0.2%	-4.1%	-1.5%	-1.5%	i	0.1	i	-0.8%
COc1ccc(NC(=S)NCc2ccco2)cc1	3.7%	-0.2%	11.7%	10.8%	-2.3%	i	0.4	i	0.0%
CC(Sc1nncs1)C(=O)NCC(=O)Nc1ccc(F)c(F)c1F (stereo unspecified)	8.9%	2.3%	-1.5%	7.9%	1.7%	i	0.3	i	0.1%
O=C1CCC/C(=N\NC(=O)c2ccc(COc3cccc4cccnc34)cc2)C1	-2.7%	-0.1%	6.3%	-4.3%	-1.5%	i	2.3	i	0.6%
COc1ccc(C(=O)CSc2nnc(CN3CCCCC3)n2-c2ccc(F)cc2)cc1	3.0%	2.8%	?	-28.9%	-1.1%	i	-1.6	i	1.9%
CNS(=O)(=O)c1cccc(C(=O)NCC2(N3CCOCC3)CCCCC2)c1	18.8%	2.2%	0.0%	0.0%	7.7%	i	-0.7	i	0.0%
COc1ccc(CC(=O)N[C@@H]2c3ccccc3CC[C@H]2OCc2ccccc2)cc1	13.0%	-1.4%	-3.5%	1.6%	-4.2%	i	-0.1	i	0.1%
O=C(/C=C/c1cccs1)N1CCC2(CC1)Oc1ccc(F)cc1C(=O)C21CC(c2ccccc2)=NO1 (stereo unspecified)	-0.2%	2.5%	-6.3%	-9.2%	4.5%	i	3.0	i	5.6%
CC(=O)Nc1ccc(NC(=O)Cn2cnc3c(nnn3Cc3ccc(F)cc3)c2=O)cc1	12.9%	-1.2%	0.7%	-8.7%	3.9%	i	-0.6	i	0.2%
OC(CNCc1cccc(Cl)c1)c1ccccc1 (stereo unspecified)	4.2%	-1.9%	-20.6%	-27.8%	-0.5%	i	-0.2	i	0.2%
O=C(Nc1cccnc1)c1cccc(S(=O)(=O)N2CCOCC2)c1	15.1%	-0.5%	-1.3%	0.5%	10.8%	i	0.9	i	0.4%
CC(C)C(=O)NNC(=O)c1csc(-c2cccs2)n1	-9.2%	1.4%	10.8%	-1.4%	-3.0%	i	-0.6	i	0.7%
C=C(C)C1Cc2c(C)nn(-c3ccccn3)c2C1 (stereo unspecified)	10.5%	-0.6%	-2.4%	-28.2%	11.9%	i	-6.6	i	0.2%
CC(=O)C1=C(C)NC(SCC(=O)c2ccc(F)cc2)=C(C#N)C1c1ccco1 (stereo unspecified)	?	-14.3%	-15.6%	-34.2%	1.8%	i	-4.7	i	11.2%
Cc1nc(Cc2nnc(SC(C)C(=O)Nc3ccccc3)o2)cs1 (stereo unspecified)	/	/	0.6%	3.0%	/	i	0.9	i	0.0%
Cc1cc(NC(=O)CSc2ccc3c(c2)OCCO3)no1	/	-1.0%	-7.1%	3.0%	1.9%	i	1.3	i	-1.6%
COc1cc(/C=N/n2cnn(Cc3ccccc3Cl)c2=S)cc(OC)c1OC	-6.8%	1.6%	?	-0.2%	-0.8%	i	-1.1	i	0.2%
CCOC(=O)CCc1c(C)n[nH]c1C	-5.9%	-7.9%	-12.7%	-3.5%	0.7%	i	1.1	i	-1.9%
COc1ccccc1-c1nnc(C2CCN(C(=O)c3ccc(C)cc3)CC2)o1	14.4%	/	?	-22.8%	1.5%	?	/	/	4.1%
CCOc1ccc2nc(SC3CC(=O)N(c4ccccc4)C3=O)sc2c1 (stereo unspecified)	3.6%	0.9%	?	-26.8%	-3.2%	i	-0.9	i	4.3%
CCOc1ccc(NC(=O)N2CC=C(n3c(=O)[nH]c4ccccc43)CC2)cc1	-19.1%	-9.1%	7.9%	1.5%	-5.7%	?	-2.8	i	0.4%
CCCC(CCC)=NNc1ccc(S(=O)(=O)Nc2ccccc2OC)cc1[N+](=O)[O-]	?	0.9%	-30.4%	-42.5%	-7.1%	i	-1.0	i	2.8%
COc1cc2cc(CN(C(=O)Nc3ccccc3)C3CCCC3)c(=O)[nH]c2cc1OC	-2.6%	-0.7%	11.5%	-2.0%	1.3%	i	-1.8	i	0.0%
O=C1C=CCCC1	17.5%	0.9%	9.6%	9.8%	-3.7%	i	-1.3	i	-0.8%
O=C(NNc1ccccn1)C(=O)NNS(=O)(=O)c1ccc(Cl)cc1	?	1.2%	-10.7%	-24.0%	-0.6%	i	-1.8	i	-0.4%
COc1ccc(CCNC(=O)c2ccc(Br)cc2)cc1	26.2%	-4.4%	2.1%	-3.3%	0.1%	i	-0.8	i	-0.6%
CCOc1nc(C)ccc1-c1noc(-c2ccncc2)n1	20.3%	1.5%	-2.8%	-4.8%	-0.6%	i	-3.4	i	0.9%
COc1cccc(C(C(=O)NC2CCCC2)N(C(=O)c2ccco2)c2ccccc2)c1OC (stereo unspecified)	?	-2.1%	5.5%	-21.3%	-5.4%	i	-6.7	i	0.0%
CC(C)n1c(SCC(=O)Nc2ccccc2N2CCCCC2)nc2c1c(=O)n(C)c(=O)n2C	7.1%	-2.9%	?	-0.3%	0.5%	i	-0.2	i	-0.7%
O=C(c1ccc(OCC2CCCO2)cc1)N1CCc2ccccc2C1 (stereo unspecified)	26.6%	-3.6%	-7.3%	24.1%	0.3%	i	0.4	i	4.2%
O=C(CN1CCOc2ccccc21)NCc1ccco1	1.7%	0.2%	9.7%	17.8%	2.8%	i	-2.2	i	2.8%
O=C(c1ccc2noc(-c3ccccc3)c2c1)N1CCN(c2ccccc2)CC1	-6.5%	1.1%	5.0%	-14.6%	1.2%	i	-1.3	i	-0.1%
CCC(=O)Nc1cc(C(=O)OCC(=O)c2ccccc2)ccc1C	?	-0.4%	10.9%	-16.5%	3.6%	i	-6.7	i	-0.2%
Cc1ccc(/C=C2/N=C(c3ccccc3)NNC2=O)cc1	-16.4%	-1.7%	-0.9%	-2.0%	-4.7%	i	0.5	i	-0.1%
CCOc1ccc(NC(=O)NCCCN2CCN(c3ccc(F)cc3)CC2)cc1	-8.6%	/	-1.4%	-24.1%	-4.8%	i	/	/	-1.1%
O=c1c(-c2ccc([N+](=O)[O-])cc2)coc2c(O)c(O)ccc12	4.4%	-6.6%	-16.4%	-4.3%	0.9%	?	-0.4	i	-0.2%
Cc1ccc(C(=O)/C=C/NNC(=O)c2ccccc2O)cc1	6.7%	-0.8%	?	-62.6%	-9.0%	i	-0.2	i	9.4%
Cc1ccc(CNS(=O)(=O)c2c(C)nc3scc(C)n3c2=O)cc1	2.7%&10.4%	0.1%	?	6.0%&-8.7%	-2.1%&0.9%	i	0.3	i	0.3%&-0.1%

Profiles, looked up by structure. Order of screens: Nrf2 inh	MmCpn inh	TGFb inhibitor	HepG2 viability	A549 tox	ATXN viability	CCT modulator	Akt phos inh	Nrf2 activator
COc1ccc(CCNC(=O)c2ccc(Br)cc2)cc1 reads 26.2%	-4.4%	2.1%	-3.3%	0.1%	i	-0.8	i	-0.6%
Cc1ccc(/C=C2/N=C(c3ccccc3)NNC2=O)cc1 reads -16.4%	-1.7%	-0.9%	-2.0%	-4.7%	i	0.5	i	-0.1%

Going on with the list.
SMILES	Nrf2 inh	MmCpn inh	TGFb inhibitor	HepG2 viability	A549 tox	ATXN viability	CCT modulator	Akt phos inh	Nrf2 activator
N[C@@H](CCC(=O)N[C@@H](CSN=O)C(=O)NCC(=O)O)C(=O)O	5.4%	-1.8%	11.7%	1.4%	-1.3%	i	-2.3	i	-0.6%
O=C(COC(=O)c1cc(=O)[nH]c(=O)[nH]1)Nc1ccccc1F	-0.8%	?	-1.6%	2.8%	-5.0%	i	0.9	i	4.2%
CCOC(=O)c1nn(-c2cccc(OC)c2)c2nc(Nc3ccccc3)cc(=O)n12	-10.4%	-5.2%	-9.4%	-50.3%	-6.1%	i	-1.3	i	6.2%
Cc1cc(C)n(Cc2ccccc2Cl)n1	3.8%	-2.3%	10.6%	12.6%	-3.3%	i	-0.6	i	-0.5%
CC(=O)Nc1ccc(NC(=O)c2cc(C3CC3)nc3c2cnn3C(C)C)cc1	?	-1.2%	-26.1%	-12.1%	7.2%	i	-2.4	i	3.2%
CCC(=O)N1c2ccc(S(=O)(=O)CCC(=O)NCc3cccc(OC)c3)cc2CC1C (stereo unspecified)	-15.4%	/	33.7%[activator]	-10.5%	-3.2%	i	/	/	0.4%
COC(=O)c1cn(NC(=O)Cc2ccccc2OC)c(=O)c2ccccc12	0.3%	-0.6%	13.1%	-5.6%	-0.7%	i	1.2	i	-0.2%
CC1=NN(c2nc(-c3ccccc3)cs2)C(=O)C1	13.6%	-1.1%	2.9%	-22.8%	-1.2%	i	-0.7	i	-0.4%
O=[N+]([O-])c1ccc(N=Nc2c(O)[nH]c3ccc(F)cc23)cc1	?	-0.8%	-0.5%	-0.2%	?	?	-1.6	i	2.6%
CCCCc1nc2sc3c(c2c(=O)n1NC(=O)c1ccco1)CC(C)(C)OC3	-20.2%	0.0%	-14.0%	-13.4%	1.1%	i	1.2	i	-0.6%
CC(=O)c1cccc(NC(=O)CCCSc2nc(-c3ccco3)cc(C(F)(F)F)n2)c1	?	/	?	-28.1%	-18.2%	?	/	/	6.1%
COC(=O)/C(=C/c1ccco1)NC(=O)c1ccc(Br)o1	-4.3%	0.6%	6.4%	0.5%	-9.2%	i	0.1	i	12.5%
O=C(COc1ccccc1[N+](=O)[O-])NC1CC1	21.7%	0.7%	4.8%	0.0%	2.5%	i	0.9	i	2.1%
